# From PubChem BioAssay
# TEAD-YAP inh: TEAD-YAP interaction inhibition. inhibition, % at 9.12 µM. 1.4% of 640,000 active. HEK-TIYL cells, TEAD-Gal4/YAP UAS-luciferase luminescence; in the data active = inhibition above about 32%;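 also: 0% = median of test compound wells and 100% = reference inhibitor wells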
# MITF primary: blocks human microphthalmia-associated transcription factor; AlphaScreen MITF homodimerization, bead proximity signal; inhibition, % at 2.6 µM; 0.91% of 650,000 active; O75030; in the data active = inhibition above about 50%;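 also: 0% = vehicle wells with protein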
# Target sequence (O75030 whole entry, looked up): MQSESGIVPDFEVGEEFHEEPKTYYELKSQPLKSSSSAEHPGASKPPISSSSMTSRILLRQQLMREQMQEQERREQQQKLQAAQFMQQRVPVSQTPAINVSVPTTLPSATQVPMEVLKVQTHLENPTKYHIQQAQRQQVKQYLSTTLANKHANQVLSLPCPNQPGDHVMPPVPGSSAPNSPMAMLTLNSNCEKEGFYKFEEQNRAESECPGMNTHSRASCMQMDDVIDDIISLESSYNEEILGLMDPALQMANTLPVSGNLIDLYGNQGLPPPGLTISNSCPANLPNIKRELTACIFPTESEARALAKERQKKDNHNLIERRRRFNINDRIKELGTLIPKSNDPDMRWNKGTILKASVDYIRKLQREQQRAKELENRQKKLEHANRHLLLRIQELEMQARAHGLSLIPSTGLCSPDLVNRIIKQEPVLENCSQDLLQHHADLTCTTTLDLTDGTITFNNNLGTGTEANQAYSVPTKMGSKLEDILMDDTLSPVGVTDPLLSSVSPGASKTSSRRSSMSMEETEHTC
# FBW7 activator: activators of human E3 ligase FBW7. Q969H0. AlphaScreen FBW7–phospho-cyclin E peptide binding, activator screen. normalized activity (activation), % at 26.1 µM. 0.13% of 650,000 active; in the data active = normalized activity above about 1.9%;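 also: purified mutant Fbw7 with reduced substrate affinity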
# GPR151 ag: activates the human receptor GPR151; Q8TDV0; PathHunter beta-arrestin GPR151 cells, luminescence; activation, % at 11.2 µM; 1% of 650,000 active; in the data active = activation above about 4.9%;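 also: 0% = median of compound wells and 100% = cells with positive control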
# Target sequence (Q8TDV0 whole entry, looked up): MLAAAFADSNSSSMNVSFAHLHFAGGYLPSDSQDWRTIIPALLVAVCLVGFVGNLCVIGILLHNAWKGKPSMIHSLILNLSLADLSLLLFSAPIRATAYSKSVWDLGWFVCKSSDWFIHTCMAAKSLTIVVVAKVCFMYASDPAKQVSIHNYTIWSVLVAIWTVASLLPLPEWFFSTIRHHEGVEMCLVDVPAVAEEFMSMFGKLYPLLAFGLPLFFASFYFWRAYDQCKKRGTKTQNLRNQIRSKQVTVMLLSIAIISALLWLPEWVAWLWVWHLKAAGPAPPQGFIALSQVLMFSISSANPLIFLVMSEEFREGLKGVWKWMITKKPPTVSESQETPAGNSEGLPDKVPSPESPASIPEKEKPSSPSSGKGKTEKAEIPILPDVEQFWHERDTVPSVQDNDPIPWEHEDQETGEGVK
# The depositor's hits bear a star; nt = not tested or not shown; & = joins results of further samples.
SMILES,TEAD-YAP inh,MITF primary,FBW7 activator,GPR151 ag
CCOC(=O)c1nn(-c2ccc(C)cc2)c(=O)c2c(NC(=O)C(C)C)scc12,10,1,0.2,0.1
CSc1ccc(Cl)c(C(=O)NCC(C)C)c1,8,4,1.3,-2.0
CCOc1ccc(-c2cnc(N)n2C)cc1,-4,11,-0.4,5.4*
O=C(c1cc2ccccc2oc1=O)N1CCN(S(=O)(=O)c2cccs2)CC1,8,18,0.6,-1.5
CCOC(=O)c1c[nH]c2cc(OC)ccc2c1=O,10,8,0.5,-0.3
CCOc1ccc(NC(=O)CC2CC3CCC2C3)cc1 (configuration not stated),-54,14,0.7,0.2
CCOC(=O)c1ccc(NC(=O)COc2cccc3ccccc23)cc1,2,4,0.3,-1.4
CCN1C(=O)CC(CC(=O)N2C[C@@H](C)O[C@@H](C)C2)(c2cccc(C(F)(F)F)c2)C1=O (some centres not stated),7,-1,-0.1,1.1
COc1ccccc1-n1cc(-c2cc3ccccc3oc2=O)[nH]c1=S,16,-12,-0.1,-0.1
COc1cc(CNc2ccc3ncc(-c4cccnc4)n3n2)cc(OC)c1OC,-17,5,-0.1,7.8*
CCC(C)NC(=O)CSc1nc2ccsc2c(=O)n1CCCCCC(=O)Nc1ccc(OC)cc1 (configuration not stated),3,-2,0.1,1.0
O=C(NCC1CCC2(CCN(C(=O)c3ccoc3)CC2)O1)c1cccc(F)c1 (configuration not stated),-13,8,0.0,-0.4
CO/N=C/c1ccc(OC)c([N+](=O)[O-])c1,16,6,0.3,-0.5
S=c1[nH]nc(C2CCCCC2)n1/N=C\c1ccco1,6,19,0.2,0.2
O=C(/C=C/c1cccs1)Nc1cc([N+](=O)[O-])ccc1Cl,-1,15,0.1,1.3
CCCCCCCCCCCCCCCCCC(=O)NCC(COP(=O)(O)OCC[N+](C)(C)C)OCC (configuration not stated),9,16,0.2,-2.1
CC(=O)Nc1nonc1-c1nc2ccccc2n1Cc1ccc(C#N)cc1,-5,18,0.7,-2.9
Cn1c(C2COc3ccccc3O2)nc2cc(-c3cn[nH]c3)ccc21 (configuration not stated),-57,11,0.3,0.2
Cc1cc(NC(=O)CN(c2ccc(Cl)cc2C)S(C)(=O)=O)ccc1Br,12,-8,-0.3,-0.3
CCOC(=O)C1=CN(c2ccc(OCC)cc2)C=C(C(=O)OCC)C1c1ccc(OC)c(Br)c1,-8,-4,-0.1,0.6
COC(=O)COc1ccc(NC(=O)COc2ccc(C(C)(C)C)cc2)cc1,-2,-8,0.0,1.8
O=C(COc1ccc(Cl)cc1Cl)NN1C(=O)c2cccc3c([N+](=O)[O-])ccc(c23)C1=O,-12,9,-0.1,0.5
COc1ccccc1-c1nnc(SCC(=O)C(C)(C)C)n1C,0,5,0.6,-1.5
COc1ccccc1NC(=O)C1=C(C)Nc2nc(SC)nn2C1C(C)C (configuration not stated),4,7,-0.1,0.1
Cc1cc(C)nc(SCc2cc(=O)c(OC(=O)c3ccccc3F)co2)n1,1,8,0.1,2.5
O=C1C(Cl)=C(N2CCN(S(=O)(=O)Cc3ccccc3)CC2)C(=O)c2ccccc21,12,22,-0.7,0.2
CC(=O)C1=C(C)NC(SCC(=O)c2ccc3ccccc3c2)=C(C#N)C1c1ccc(F)cc1 (configuration not stated),-3,12,0.7,-1.6
CCn1c2ccccc2c2cc(NC(=O)Cn3c4ccccc4c(=O)c4cc(C)ccc43)ccc21,9,-5,-0.2,-0.3
O=C(NC(=S)Nc1cccc([N+](=O)[O-])c1)C1CCC1,0,10,-0.2,1.4
Fc1ccc(CSc2nnc(-c3cccc(Br)c3)n2-c2ccccc2)cc1,1,13,0.5,2.0
O=C(Nc1cc(Cl)cc(Cl)c1)c1ccccn1,-7,0,-0.4,-0.4
CC(=O)NC1C(=O)N=C(C)N1c1ccccc1 (configuration not stated),-5,7,-0.8,0.4
Cc1[nH]nc2c1C1(CCN(CCc3ccccc3)CC1)C(C#N)=C(N)O2,8,0,-0.6,2.2
Cc1ccc(C2CC(=O)NC(SCC(=O)Nc3cccc(C)c3)=C2C#N)cc1 (configuration not stated),-4,-5,0.0,-1.0
CC(C)NC(=O)N1CCCC(c2nnc(Cc3ccccc3)s2)C1 (configuration not stated),4,-3,-0.4,-0.4
Cc1cccc(OCC(=O)NNC(=O)c2ccc(Sc3nncn3C)c([N+](=O)[O-])c2)c1,-4,-17,0.0,-0.3
COc1cccc(-c2nnc(SCC(N)=O)n2-c2ccc(Cl)cc2)c1,13,7,0.0,-0.8
CCOC(=O)CN1C(=O)S/C(=C/c2cc(C)n(-c3ccccc3C(=O)OC)c2C)C1=O,-4,8,0.0,2.4
COc1ccccc1N1CCN(c2cc(N3CCNCC3)ccc2[N+](=O)[O-])CC1,8,6,-0.3,0.5
CCOc1ccc(C(=O)Nc2ccccc2C(=O)OC)cc1[N+](=O)[O-],4,2,0.4,-0.7
Cn1c(Nc2nc3ncnc(NCCO)c3[nH]2)nc2ccccc21,6,4,-0.2,4.3
CCC(=O)N1c2ccccc2NC2=C(C(=O)CCC2)C1c1ccccc1 (configuration not stated),14,2,0.0,-1.5
O=C(NCc1ccccc1)c1ccnc(NC2CCN(Cc3ccccc3)CC2)c1,8,5,0.0,-0.2
COc1cc(/C=C2\SC(NC(C)=O)=NC2=O)c(Br)cc1OC(C)=O,3,13,-0.3,-0.1
COc1cc(NC(=O)c2sc3nc(C)nc(N4CCN(C)CC4)c3c2C)cc(OC)c1,4,1,0.1,-0.8
COc1cc(OC)c(C2C(C#N)=C(N)Oc3n[nH]c(-c4cccc([N+](=O)[O-])c4)c32)cc1OC (configuration not stated),6,-4,0.0,0.8
CCN(c1cc(C)cc(C)c1)S(=O)(=O)c1nnc(NC(=O)c2cccc(OC)c2)s1,7,-5,0.0,0.6
COc1ccccc1N1CCN(Cc2cc(=O)c(OCc3ccc(Cl)cc3)co2)CC1,7,-4,0.0,2.5
Cc1cccc(C)c1OCC(O)CN1CCN(CC(O)COc2c(C)cccc2C)CC1 (configuration not stated),23,-4,0.0,-0.3
C=CCOc1ccc(C(c2c(C)n(C)n(-c3ccccc3)c2=O)c2c(C)n(C)n(-c3ccccc3)c2=O)cc1,-1,13,0.1,2.1
CCOC(=O)N1CCc2c(sc(NC(=O)c3ccc(F)cc3)c2C(=O)OC)C1,12,12,0.1,-1.0
NCCN1C(=O)S/C(=C\c2ccc([N+](=O)[O-])cc2)C1=O,-2,-4,-0.1,0.9
C=CCOc1ccc(-c2nn(-c3ccccc3)cc2/C=c2\sc3ncnn3c2=O)cc1,0,19,0.0,-1.3
CNC(=O)c1ccn(-c2ccnc(Nc3ccc(N4CCOCC4)cc3)c2)c1,5,3,0.0,1.0
C/C(=N\Nc1ccc([N+](=O)[O-])cc1S(=O)(=O)N1CCOCC1)c1ccco1,-1,10,0.1,0.6
O=c1oc2ccc(Br)cc2cc1-c1csc(Nc2ccc(F)cc2)n1,-2,-1,0.1,-0.7
C=CCn1c2ccccc2c2nnc(SC)nc21,1,20,0.4,-0.5
NC(=O)c1ccccc1N/C=C1/CCCCC1=O,-4,16,-0.3,-0.4
COc1ccccc1C(=O)N(CCCCN1C(=O)c2ccccc2C1=O)c1ccc(C)cc1,9,2,-0.1,-0.1
COc1ccc(C(CC(=O)N2CCCCC2)NS(=O)(=O)c2ccc(OC)cc2)cc1 (configuration not stated),1,10,-0.1,0.5

# New compounds follow:
SMILES,TEAD-YAP inh,MITF primary,FBW7 activator,GPR151 ag
COc1ccc(C2CC(c3ccc(C(C)C)cc3)Nc3nnnn32)cc1OC (configuration not stated),15,12,1.5,-0.8
CCOC(=O)C(C)(C)Sc1nnc(COc2ccc(C)cc2)n1C,1,0,0.1,-0.1
Cc1c(NC(=O)c2cccc(NC(=O)c3ccco3)c2)cccc1C(=O)O,-5,2,-0.1,1.0
O=C(Oc1cc(-c2ccccc2Cl)c2oc(=O)sc2c1)c1ccc(Cl)cc1,10,-2,-0.2,1.0
Cc1cc(C2C(C#N)=C(N)N(c3cccc(Cl)c3C)C3=C2C(=O)CCC3)c(C)s1 (configuration not stated),-9,-1,-0.1,-0.1
COc1cc2c(cc1OC)C(COc1ccc([N+](=O)[O-])cc1)N(C(=O)c1ccccc1)CC2 (configuration not stated),4,-6,-0.1,-1.1
CCN(CC)C(=O)C1CC(=O)N(c2ccc(OC)cc2)C1c1ccc(OC)cc1 (configuration not stated),4,-21,0.1,1.5
CCOC(=O)c1[nH]c(C)c(C(=O)Nc2cccc(C(C)=O)c2)c1C,11,15,0.7,1.4
Cc1nc(Nc2c(F)cccc2F)c2cc(C)sc2n1,-24,24,0.1,-0.2
COc1cccc(C=C2C(=O)NC(=S)NC2=O)c1OC(C)C,6,16,0.4,-0.9
O=C(CCCN1C(=O)c2cccc3cccc(c23)C1=O)OC/C=C/c1ccccc1,-2,18,0.9,-0.9
COc1ccc(-c2nc(C)c(CCNC(=O)c3ccc(Cl)cc3)s2)cc1OC,-10,2,0.1,-0.3
COC(=O)Nc1nc2cc(Oc3ccc4ccccc4c3Cl)c(Cl)cc2[nH]1,-6,-6,0.1,0.6
c1coc(CNc2c3c(nc4nnnn24)CCCC3)c1,4,18,1.2,-0.5
CC(=O)Nc1ccc(Nc2nc(-c3ccc(N4CCOCC4)nc3)nc3c2ncn3-c2ccccc2)cc1,14,8,0.1,-0.8
Cc1cc(Br)ccc1OCCOCCN1CC(C)OC(C)C1 (configuration not stated),-7,34,-0.2,-1.0
CC(C)C(OC(=O)Cc1ccc(Cl)cc1Cl)C(=O)NC(N)=O (configuration not stated),-4,1,0.0,-1.2
O=C(O)CSCc1nc2ccsc2c(=O)[nH]1,4,5,0.1,0.2
COc1ccc(Cl)cc1NC(=S)N(Cc1cccnc1)Cc1ccccc1Cl,8,6,0.1,-0.9
Cc1cc(C)c2c(N)c(C(=O)Nc3ccc(F)cc3)sc2n1,-64,2,-0.2,-1.0
COC(=O)CNC(=O)CCC1(Cc2cc(OC)ccc2F)CCC(=O)N1 (configuration not stated),-3,15,0.3,-0.4
CC(C)(C)c1ccc(-c2cc(N)n(Cc3ccc(Cl)cc3)n2)cc1,4,8,-0.1,1.2
Cc1ncc([N+](=O)[O-])n1CCSc1nc2c(c(=O)n(C)c(=O)n2C)n1Cc1cccc(Cl)c1,-8,3,-0.2,0.4
Cc1ccc(-c2csc3ncn(CC(=O)Nc4ccc(C)c(F)c4)c(=O)c23)cc1,9,-11,0.2,0.8
O=C(COc1cccnc1[N+](=O)[O-])N1CCc2ccccc21,-22,-6,-0.1,-0.2
O=C1c2ccccc2-n2c1nc1ccccc1c2=O,2&26,19&20,-0.1&0.0,1.1&0.3
CCc1ccccc1N(CC(=O)Nc1ccc(F)cc1F)S(C)(=O)=O,7,4,-0.1,0.5
COCCN(CCOC)S(=O)(=O)c1ccc(C(=O)Nc2nc(-c3ccc(I)cc3)cs2)cc1,-17,2,0.2,1.3
Cc1ccccc1NC(=O)CSc1nc(-c2ccccc2)cn1-c1ccc(F)cc1,11,14,-0.2,-0.4
CCOC(=O)C1=C(C(F)(F)F)Nc2ncnn2C1c1ccc(F)cc1 (configuration not stated),5,4,-0.1,-1.3
CC(=O)OC[C@H]1O[C@@H](O/N=C(\C)CCN2CCCc3nc(C)c(C)cc32)[C@H](OC(C)=O)[C@@H](OC(C)=O)[C@@H]1OC(C)=O,nt,8,0.1,0.2
CC(C)c1ccc(/C=C/C(=O)NNC(=O)c2ccccc2)cc1,-10,-9,0.1,-0.6
CCN(CC)CCCNC(=O)c1sc2ncnc(N3CCN(c4ccc(OC)cc4)CC3)c2c1C,-11,6,0.1,-0.1
CCc1c(C(=O)Nc2ccc(F)c(F)c2)[nH]c(C)c1C(C)=O,-8,0,-0.4,2.6
CCOC(=O)C1=C(N)OC2=C(C(=O)CC(C)(C)C2)C1c1ccco1 (configuration not stated),0,0,0.1,1.0
COc1ccccc1-c1ccc(=O)n(CC(=O)NCc2ccc(F)cc2)n1,-20,18,0.0,1.3
CCOc1ccc(Oc2cc(Nc3nc(-c4ccccc4Cl)nc4ccccc34)cc([N+](=O)[O-])c2)cc1,1,4,0.3,0.2
